# TAG inh – reduces triacylglycerol accumulation in H9c2 cells. Nile Red lipid (TAG) fluorescence; cells loaded with 200 µM oleic acid. inhibition, % at 12.5 µM. 230,000 tested, 0.66% active;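 active = pattern-corrected inhibition of lipid staining of at least 50% with the nuclear-stain viability signal not falling by more than 50%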;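 also: 0% = DMSO wells and 100% = triacsin C control wells; some results filed as inactive read as strong as hits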
# TAG inh DAPI viability – further read-out of TAG inh, marked with its call; DAPI nuclei signal change (viability), lower = more cytotoxic, %;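 whole-well DAPI fluorescence read on a plate reader as a viability signal; minus 50 percent equals half of cells still viable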
# * = called active by the depositor. Not all compounds are listed; count on the stated rates, not on these rows.
# Below each SMILES – TAG inh | TAG inh DAPI viability
CN(Cc1cc(=O)n2ccsc2n1)Cc1nc2ccccc2c(=O)[nH]1
    -1 | -9
COc1ccccc1NC(=O)c1cn(C)c(=O)c2cc(OC)c(OC)cc12
    -2 | -8
Cc1ccc(Cl)cc1Nc1nc(-c2sc(NC(=O)c3ccco3)nc2C)cs1
    9 | -7
CCC(=O)NC(=S)Nc1ccc(N2CCN(C(=O)c3ccc(Cl)cc3)CC2)cc1
    -9 | 5
Cc1ccc(C(=O)Nc2ncccc2C)o1
    6 | 12
CCOc1ccc(CCNC(=O)COC(=O)CCC(=O)c2cccs2)cc1OCC
    9 | 6
COc1ccccc1NC(=O)c1ccc(Br)o1
    -5 | -9
Cc1cccc(NC(=S)N(Cc2ccco2)C(C)c2cccs2)c1 (stereo not drawn)
    -17 | 0
NC(=O)CC(NC(=O)Cc1ccc(Br)cc1)c1ccc(NCCN2CCCC2)c([N+](=O)[O-])c1 (stereo not drawn)
    21 | -7
O=C(Nc1ccc2nc(-c3ccccn3)[nH]c2c1)C1CCCCC1
    33 | 6
COc1ccccc1C(=O)NCC(=O)NNC(=O)C1COc2ccccc2O1 (stereo not drawn)
    2 | 7
Cc1nc(C)c(C(=O)C2=C(O)C(=O)N(CCN3CCOCC3)C2c2cccs2)s1 (stereo not drawn)
    -8 | 1
CC(=O)c1c(C(C)=O)c(C)n(-c2nc(-c3cccs3)c(C)s2)c1C
    -6 | 2
O=C(O)CCSc1ncnc2sc(-c3ccccc3)cc12
    24 | -4
Cc1cc(C(=O)CCC(=O)N(C)CC(=O)Nc2ccccc2Br)c(C)s1
    1 | 4

# 3 entries picked at random from those above:
# Below each SMILES – TAG inh | TAG inh DAPI viability
COc1ccccc1NC(=O)c1ccc(Br)o1
    -5 | -9
Cc1ccc(C(=O)Nc2ncccc2C)o1
    6 | 12
CN(Cc1cc(=O)n2ccsc2n1)Cc1nc2ccccc2c(=O)[nH]1
    -1 | -9

# New compounds follow
# Below each SMILES – TAG inh | TAG inh DAPI viability
CCCCOc1ccc(C(=O)NCC(=O)N2CC(C)CC(C)C2)cc1 (stereo not drawn)
    5 | -10
CC(C)(C)NC(=O)CCN1CCOCC1
    7 | 0
COc1ccc([C@H](NC(=O)OC(C)(C)C)C(=O)OC(C)(C)C)cc1
    23 | -1
C=CCN1C(=O)C(CC(=O)NCC)SC1=Nc1cc(Cl)ccc1Cl (stereo not drawn)
    -14 | 4
O=[N+]([O-])c1ccc(-c2cn3c(n2)CCC3)cc1
    -9 | 16
COc1cccc(CNCc2ccc3c(c2)OCO3)c1
    15 | -12
CCN1C(=O)N(CN2CCOCC2)C2C1N(CN1CCOCC1)C(=O)N2CC (stereo not drawn)
    11 | 0
CCOC(=O)C1(CCc2ccccc2)CCN(C(=O)CCc2cnccn2)CC1
    13 | -26
CCOC(=O)C1CCCNC1=O (stereo not drawn)
    5 | -7
COc1ccc(C(=O)OCC(=O)NCCc2ccc(F)cc2)cc1S(=O)(=O)N1CCOCC1
    -8 | -7
CCOC(Cn1ccc(=O)[nH]c1=O)OCC
    -9 | -6
CCN1C(=O)CCN(C2CCCC2)c2nc(Nc3ccc(C(=O)NC4CCN(C)CC4)cc3OC)ncc21
    103 | -57
O=C1C=C(c2ccc(CO)cc2)C[C@@H](c2ccc3c(c2)OCO3)C1
    -32 | -2
C=COC(=O)CSc1snc(SCC(=O)OC)c1C#N
    -4 | 16
COC(=O)c1ccc(/C=N/NC(=O)C(=O)NCC2CCCO2)cc1 (stereo not drawn)
    5 | 4
O=c1[nH]c(CN2CCc3ccccc32)nc2scc(-c3cccs3)c12
    -1 | -1
CCCOc1nc(C)cc(COC)c1C(N)=O
    -7 | 2
Cc1cc(N2CCCCC2)nc(N2CCCCC2)n1
    -5 | 14
CSc1ccccc1C(=O)N(C)Cc1ccccc1
    -5 | 2
CC1Cc2nc(SCC(=O)N3CCN(c4ccccc4)CC3)n(C)c(=O)c2S1 (stereo not drawn)
    10 | -10
COc1ccc(-c2cc(C(N)=O)nc(N3CCCCCC3)n2)cc1
    1 | 1
O=C(NCCc1ccccc1)c1cccs1
    2 | -6
CCN(CC)CCCNC(=O)Cc1c(C(=O)O)n(C)c2ccccc12
    -1 | 11
CCC(C)C(NC(=O)C1CCC(C)CC1)C(=O)NCCCN1CCCCC1CC (stereo not drawn)
    -6 | -5
CCC(C)NC(=S)N1CCN(Cc2ccccc2)CC1 (stereo not drawn)
    -6 | -7
CC(C)CC(NC(N)=O)C(=O)NCc1ccccc1Cl (stereo not drawn)
    2 | -2
CC(=O)Oc1ccc(N(C(C)=O)S(=O)(=O)c2ccc(Cl)cc2)c2ccccc12
    8 | 4
Cc1cc(C)n(-c2nc3sc4c(c3c3nnc(SC(C)C)n23)CC(C)(C)OC4)n1
    29 | 12
COC(=O)c1ccc(C)c(NS(=O)(=O)c2cn(C)nc2C)c1
    -8 | -13
Cc1cc(C)cc(NC(=O)N2CCCN(Cc3c(F)cccc3Cl)CC2)c1
    8 | -6
CCCCN1C(=O)C(CC(=O)NCc2cccs2)CC(C(=O)N(C(C)C)C(C)C)=C1C (stereo not drawn)
    9 | -6
COc1ccccc1-n1c(C)nc2cc(C(=O)NCc3ccc4c(c3)OCO4)ccc21
    -17 | -3
C=CCN1C(=O)C(O)=C(C(C)=O)C1c1ccccc1F (stereo not drawn)
    -7 | 0
CC1(C(=O)NS(=O)(=O)c2ccc(F)cc2F)CCN1C(=O)Cc1ccc(Cl)cc1Cl (stereo not drawn)
    -2 | 0
Cc1cc(C(=O)COC(=O)/C=C/c2cccc(Br)c2)c(C)n1C
    6 | -8
COc1ccc(NC(=O)CC(NCc2ccccn2)C(=O)O)cc1 (stereo not drawn)
    6 | 5
O=C(O)CCC(=O)Nc1ccc(-c2nnc(-c3ccco3)o2)cc1
    16 | -4
C#CCOCCOCCOCCNc1nc(N2CCN(C(=O)[C@H](C(C)C)n3cc(CCO)nn3)CC2)nc(N2CCN(C(=O)[C@H]([C@@H](C)CC)n3cc(CCCCN)nn3)CC2)n1
    -27 | 9
Cc1ccc(C(=O)Nc2cccc(C(F)(F)F)c2)cc1NC(=O)c1c[nH]c2cc(C(F)(F)F)ccc2c1=O
    7 | 106
CC(C)[C@H](NS(=O)(=O)c1ccc2c(c1)OCCO2)C(=O)OCC(=O)Nc1cccc(Cl)c1Cl
    4 | -10
O=C(C1=C(O)C(=O)N(Cc2ccco2)C1c1ccccc1F)c1cccs1 (stereo not drawn)
    5 | 9
COc1cccc(NC(=O)Nc2ccc(F)cc2)c1
    -14 | 0
OCCN(CCO)CC(O)CN(c1ccccc1)c1ccccc1 (stereo not drawn)
    1 | -1
CC(=O)N1CCCc2ccc(NS(=O)(=O)c3ccccc3)cc21
    -7 | 3
O=C(c1ccccc1)C1CCN(CC(=O)N2CCN(c3ccccc3)CC2)CC1
    -2 | 5
Nc1nc(Sc2ccc([N+](=O)[O-])c3nonc23)c2[nH]cnc2n1
    7 | -7
CCOC(=O)CNC(=S)N(Cc1ccccc1)Cc1cccnc1
    6 | -2
CCCN(CCC)S(=O)(=O)c1ccc(C(=O)NNC(=O)c2cc(OC)c(OC)c(OC)c2)cc1
    3 | -8
Nc1cc(C(=O)OCC(=O)NNC(=O)c2ccccc2F)ccc1Cl
    -7 | 0
CC(C)NC(=O)C1(C)CCCN1C(=O)c1ccccc1Br (stereo not drawn)
    11 | -10
C=C(C)COc1ccc(-c2[nH]ncc2-c2ccccc2OC)c(O)c1
    -40 | 0
C=C(C)CSc1nc2ccccc2c(=O)n1-c1c(C)n(C)n(-c2ccccc2)c1=O
    4 | -9
Cn1ccnc1SCC(=O)c1ccc([N+](=O)[O-])cc1
    8 | -20
Cc1cc(N(C)/N=C/c2ccccc2O)nc(-c2ccccc2O)n1
    19 | 27
Cc1cc(C(F)F)n2nc(C(=O)O)nc2n1
    4 | -24
Cc1nnc(SCCN2C(=O)c3ccccc3C2=O)[nH]c1=O
    -11 | 0
O=C(c1cnn(Cc2ccccc2)c1)N1CCN(S(=O)(=O)/C=C/c2ccccc2)CC1
    12 | 1
O=C(COC(=O)c1cccnc1Cl)NC1CCCCCC1
    15 | -3
CCn1c(CNc2ccc(F)cc2)nnc1SCC#N
    -6 | 5
CCSc1nnc(NC(=O)COc2ccc(Cl)cc2)s1
    12 | -1

# Gathered by group: the compounds so far with a thiophene ring, fused or not.
# Below each SMILES – TAG inh | TAG inh DAPI viability
CCOc1ccc(CCNC(=O)COC(=O)CCC(=O)c2cccs2)cc1OCC
    9 | 6
Cc1cccc(NC(=S)N(Cc2ccco2)C(C)c2cccs2)c1 (stereo not drawn)
    -17 | 0
Cc1nc(C)c(C(=O)C2=C(O)C(=O)N(CCN3CCOCC3)C2c2cccs2)s1 (stereo not drawn)
    -8 | 1
CC(=O)c1c(C(C)=O)c(C)n(-c2nc(-c3cccs3)c(C)s2)c1C
    -6 | 2
O=C(O)CCSc1ncnc2sc(-c3ccccc3)cc12
    24 | -4
Cc1cc(C(=O)CCC(=O)N(C)CC(=O)Nc2ccccc2Br)c(C)s1
    1 | 4
O=c1[nH]c(CN2CCc3ccccc32)nc2scc(-c3cccs3)c12
    -1 | -1
O=C(NCCc1ccccc1)c1cccs1
    2 | -6
Cc1cc(C)n(-c2nc3sc4c(c3c3nnc(SC(C)C)n23)CC(C)(C)OC4)n1
    29 | 12
CCCCN1C(=O)C(CC(=O)NCc2cccs2)CC(C(=O)N(C(C)C)C(C)C)=C1C (stereo not drawn)
    9 | -6
O=C(C1=C(O)C(=O)N(Cc2ccco2)C1c1ccccc1F)c1cccs1 (stereo not drawn)
    5 | 9

# Following part:
# Below each SMILES – TAG inh | TAG inh DAPI viability
COc1ccc(-c2cc(C(=O)N3CCN(c4ccccc4)CC3)c3ccccc3n2)cc1OC
    4 | 7
Cc1ccc(C(=O)O)cc1NC(=S)NC(=O)c1ccc([N+](=O)[O-])c(C)c1
    -4 | -2
CC(C)c1cccc(C(C)C)c1NC(=O)CN1C(=O)NC2(CCCCCCC2)C1=O
    3 | -3
COc1ccccc1Nc1nc2ccccc2n1C
    -6 | 2
Cc1ccc(/C=N/N(Cc2ccccc2)c2ccccc2)o1
    -14 | 4
O=C(NCCN1CCN(c2ccccc2F)CC1)C1CCCN(S(=O)(=O)c2cnc[nH]2)C1 (stereo not drawn)
    5 | 4
CCN(CC)C(=O)CSc1nc2ccccc2n1CC(=O)N1CCN(c2ccccc2OC)CC1
    0 | 5
CC(NS(=O)(=O)c1ccc(Br)cc1)C(c1cccs1)N1CCN(C)CC1 (stereo not drawn)
    16 | -6
C[C@H](CO)N1C[C@H](C)[C@@H](CN(C)S(=O)(=O)c2ccccc2)Oc2ccc(NC(=O)C3CC3)cc2C1=O
    9 | -8
CCc1ccc(NC(=O)N2CCN(C(=O)C3CCCO3)CC2)cc1 (stereo not drawn)
    4 | -8
COC(=O)Cc1coc2cc(OC)ccc12
    -2 | -2
O=C(Cn1c(CO)nc2ccccc21)Nc1cc(C(F)(F)F)ccc1N1CCOCC1
    -2 | 31
c1ccc2oc(-c3csc(N4CCOCC4)n3)cc2c1
    5 | -2
CCCCCCN(CCCCCC)C(=O)Cc1c(-c2ccc(F)cc2)[nH]c2ccccc12
    -1 | 6
O=C(COC(=O)c1ccc2ncsc2c1)Nc1ccc(OC(F)(F)F)cc1
    -8 | -1
CCOC(=O)N1CCN(CC(=O)Nc2ccccc2C(=O)Nc2ccccc2)CC1
    -8 | -9
CCN(Cc1cnn(C)c1)C(=O)c1ccc2nc(Cc3ccccc3F)oc2c1
    -6 | 1
CN1c2ccsc2/C(=N/NC(=O)c2c(F)cccc2F)CS1(=O)=O
    -12 | 0
CCOC(=O)C(C)Sc1snnc1C (stereo not drawn)
    7 | -3
O=C(Cn1ncc2c1-c1ccccc1OC2)N1CCN(c2ccccn2)CC1
    -11 | -3
CC1=NN(c2ccc(Br)cc2)C(=O)/C1=C/c1cccs1
    5 | -8
CCN(CC)CCNC(=O)C(=O)Nc1ccc2c(c1)N(S(=O)(=O)c1cccs1)CCC2
    9 | 4
CCC(CC)C(=O)N(C)c1c(C)nc2c(OCc3ccc(F)c(F)c3)cccn12
    8 | -8
Cc1cc(OCC(=O)O/N=C(\N)c2ccccc2)ccc1Cl
    -4 | 10
CC1(C)Cc2cccc(C(=O)Nc3ccc(F)cc3F)c2O1
    -3 | 6
COC(=O)c1ccc(N2CCOCC2)c(NC(=O)c2cccs2)c1
    -14 | 3
COc1cc(=O)[nH]c(=O)n1C(=O)Cc1ccccc1
    6 | -5
O=C(Cn1nnc(-c2ccccc2)n1)NCC(=O)Nc1ccc(F)c(F)c1F
    7 | -10
COc1ccc(/C=C/C(=O)NC(=S)N2CCSCC2)cc1
    3 | -2
O=C(c1ccc(S(=O)(=O)N2CCCC2)cc1)N1CCCCCC1
    4 | -4

# Brought forward from above: 2 entries, followed by the next part.
# Below each SMILES – TAG inh | TAG inh DAPI viability
COc1ccc(/C=C/C(=O)NC(=S)N2CCSCC2)cc1
    3 | -2
O=C(c1ccc(S(=O)(=O)N2CCCC2)cc1)N1CCCCCC1
    4 | -4
c1cncc(CNc2ncnc3sc4c(c23)CCC4)c1
    -2 | 5
C=C1CCN([C@@H](CC(C)C)C(=O)N2CCOCC2)S(=O)(=O)c2ccccc21
    -2 | -2
Cc1ccc2c(c1)sc(C)[n+]2CCCS(=O)(=O)[O-]
    4 | 7
CSc1ccccc1NC(=O)c1cc(C2CC2)on1
    11 | 0
Nc1c(C(=O)NCCc2ccccc2)nnn1Cc1ccccc1
    -20 | -7
O=C(O)c1ccccc1NS(=O)(=O)c1ccc(NN=Cc2ccc(F)cc2)c([N+](=O)[O-])c1
    -10 | 9
CC(=O)C(Sc1nccc(-c2cccs2)n1)C(C)=O
    3 | -1
Cc1ccc2[nH]c(=O)c(CN(Cc3cccnc3)C(=S)NCCCN(C)C)cc2c1
    10 | 11
COc1ccc2cc3cc(C(=O)NC(C)C)oc3nc2c1
    -5 | 77
CC1(C(=O)NNC(=O)C2CCCCC2)CC1(Cl)Cl (stereo not drawn)
    4 | 3

# Screens deposited in PubChem by Sanford-Burnham Center for Chemical Genomics.
